ROCK2 inh = inhibitors of human ROCK2 kinase, primary screen, biochemical, high-throughput, luminescence. Rho-associated protein kinase 2 (Homo sapiens), O75116. purified ROCK2, Kinase-Glo ATP depletion luminescence. inhibition, % at 6 µM. 60,000 compounds, 0.35% hits. AID 604, 2007;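 active = inhibition above the screen-wide mean inhibition plus 3 SD, cut at about 18% in these data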;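 also: plate controls were DMSO wells for no effect and Y-27632 control wells after no-enzyme background subtraction for full effect; many of its hits are not listed in these tables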
Cathepsin G inh = human cathepsin G inhibitors, primary screen, biochemical, pooled compound mixtures, AMC fluorescence | P08311 | purified enzyme, AMC-tetrapeptide fluorescence | inhibition, % at 5 µM (by protocol) | 62,000 compounds, 0.2% hits | AID 581, 2007;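 active = inhibition above 20% in each of the two mixture wells holding the compound; inactive = inhibition of 20% or less in either well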;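 also: 0% = enzyme control without mixture and 100% = blank lacking enzyme; strong numbers were not always called active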
JNK3 blocker = JNK3 kinase activity inhibitors, primary screen, biochemical, human, purified enzyme | HTS | AID 746, 2007 | inhibition, % at 8 µM | 60,000 compounds, 0.61% hits; in the data active = inhibition above about 17%;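 also: 0% = DMSO and 100% = reference inhibitor; many of its hits are not listed in these tables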
C1s inh = complement C1s protease inhibitors, primary screen, biochemical, 10-compound mixtures; Complement C1s subcomponent (Homo sapiens), P09871; 62,000 compounds, 0.16% hits; AID 538, 2006; mean inhibition % of two 10-compound mixtures (stronger effect = higher value), % at 5 µM (by protocol); purified C1s, fluorogenic AMC substrate, pooled mixtures;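 active = inhibition above 20% in each of the two 10-compound mixture wells holding the compound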;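 also: 0% = enzyme wells lacking compound mixture and 100% = no-enzyme blank wells; some compounds called inactive have numbers as strong as hits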
Target sequence (P09871 16-437 limits assumed): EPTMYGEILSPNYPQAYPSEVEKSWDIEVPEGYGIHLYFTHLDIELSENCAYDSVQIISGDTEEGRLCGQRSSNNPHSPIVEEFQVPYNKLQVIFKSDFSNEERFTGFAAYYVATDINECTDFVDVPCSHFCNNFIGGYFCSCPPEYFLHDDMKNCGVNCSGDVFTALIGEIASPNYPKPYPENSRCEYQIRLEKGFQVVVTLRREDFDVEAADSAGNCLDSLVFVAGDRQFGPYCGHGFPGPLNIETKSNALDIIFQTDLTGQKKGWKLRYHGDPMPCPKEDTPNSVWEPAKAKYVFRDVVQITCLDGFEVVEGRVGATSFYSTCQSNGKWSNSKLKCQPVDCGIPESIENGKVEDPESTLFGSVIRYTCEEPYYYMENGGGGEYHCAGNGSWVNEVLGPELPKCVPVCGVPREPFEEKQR
Target sequence (P09871 438-688 limits assumed): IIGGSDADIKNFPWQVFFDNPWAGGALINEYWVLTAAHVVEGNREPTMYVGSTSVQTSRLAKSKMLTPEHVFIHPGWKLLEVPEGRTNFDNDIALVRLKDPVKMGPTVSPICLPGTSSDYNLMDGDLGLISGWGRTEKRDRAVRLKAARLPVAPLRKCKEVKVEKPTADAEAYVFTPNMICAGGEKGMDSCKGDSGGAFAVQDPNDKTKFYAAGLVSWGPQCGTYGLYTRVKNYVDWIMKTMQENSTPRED
FXIa mix inh = FXIa protease inhibitors in compound pools, primary screen, biochemical, 10-compound mixtures. purified FXIa, fluorogenic substrate, pooled mixtures. inhibition, % at 5 µM. 62,000 compounds, 0.19% hits. AID 680, 2007;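 also: each value is inhibition by a whole ten-compound pool holding the compound; 0% = enzyme with no mixture and 100% = wells lacking enzyme; strong numbers were not always called active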
CatS block = inhibitors of human cathepsin S, biochemical, compound mixtures. 62,000 compounds, 0.06% hits. inhibition, %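 (tested at 5 µM per compound within 10-compound mixtures)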. recombinant cathepsin S, AMC dipeptide fluorescence, pooled mixtures. AID 501, 2006; in the data active = inhibition above about 32%, passing the limit was not always enough;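 also: 0% = enzyme without compound and 100% = blank without enzyme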
CatL inh = inhibitors of human cathepsin L, biochemical; Procathepsin L (Homo sapiens), P07711; AID 460, 2006; inhibition, %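 (tested at 10 µM)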; purified cathepsin L, fluorogenic substrate, fluorescence; 58,000 compounds, 0.17% hits; in the data active = inhibition above about 45%;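 also: 0% = enzyme with no compound and 100% = no enzyme blank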
Target sequence (P07711 114-288 limits assumed): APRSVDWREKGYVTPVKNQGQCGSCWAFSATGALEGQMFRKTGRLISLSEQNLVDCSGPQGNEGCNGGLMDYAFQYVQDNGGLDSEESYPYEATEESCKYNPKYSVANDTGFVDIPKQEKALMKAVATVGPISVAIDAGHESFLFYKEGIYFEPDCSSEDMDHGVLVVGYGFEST
Target sequence (P07711 292-333 limits assumed): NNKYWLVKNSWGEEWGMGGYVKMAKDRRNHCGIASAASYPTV
FXIIa inh mix = human factor XIIa inhibitors, primary screen, biochemical, pooled compound mixtures, fluorogenic substrate | Coagulation factor XII (Homo sapiens), P00748 | purified FXIIa | inhibition, % at 5 µM | 62,000 compounds, 0.2% hits;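 also: 0% = enzyme without compound and 100% = no enzyme blank; some results filed as inactive read as strong as hits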
PKA inh = inhibitors of human PKA kinase activity, primary screen, biochemical, ATP-depletion luminescence, Kemptide substrate; cAMP-dependent protein kinase catalytic subunit alpha (Homo sapiens), P17612; PKA Kemptide phosphorylation, Kinase-Glo ATP luminescence; inhibition, % at 6 µM; 65,000 compounds, 0.1% hits;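 active = inhibition above the screen-wide mean inhibition plus 3 SD, cut at about 21% in these data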; also: many of its hits are not listed in these tables
An asterisk follows results filed as active; . = no result given. Rule as the data show it, unless noted: active = inhibition above about 20% (passing the limit was not always enough); inactive = the rest.

cpd	canonical_smiles	ROCK2 inh	Cathepsin G inh	JNK3 blocker	C1s inh	FXIa mix inh	CatS block	CatL inh	FXIIa inh mix	PKA inh
1	Nc1c(S(=O)(=O)c2cccs2)c2nc3ccccc3nc2n1CC1CCCO1 (centres undefined)	6	0	-2	-55	0	5	-25	-5	11
2	Cc1ccc(-n2cc(-c3ccccc3)[nH]c2=O)cc1F	4	12	-5	15	5	4	16	14	4
3	Cc1ccc(C)c(-n2nnnc2SCC(=O)Nc2cccc(-c3nnc4n3CCCCC4)c2)c1	.	8	.	-23	0	8	14	3	11
4	Cc1onc(-c2ccccc2)c1C(=O)Nc1sc2c(c1C#N)CCC2	3	-5	-4	-30	4	-5	-1	1	10
5	CCCCn1c(=O)c2ccccc2c2ccccc2c1=O	6	14	-8	16	7	0	11	2	-2
6	Cc1cc(C)n2nc(C(=O)OCC(=O)Nc3ccc4c(c3)OCO4)nc2n1	8	-10	2	-4	4	0	0	1	11
7	Cn1c(/N=C/c2c[nH]c3ccccc23)nc2ccccc21	13	-6	2	-107	-17	-15	2	5	7
8	COc1ccccc1NC(=O)N(c1c(N)n(Cc2ccccc2)c(=O)[nH]c1=O)C1CCCC1	2	8	-3	3	22	-3	20	-14	0
9	Cc1cccc(N/C(N)=N/c2nc3c(c(=O)[nH]2)CCCC3)c1	5	8	7	17	3	1	12	-1	2
10	COc1cccc(Cn2c(-c3cccs3)noc2=O)c1	2	11	1	13	3	6	6	11	3
11	CC(C)(C)Nc1nc(Oc2ccc(=O)n(-c3ccccc3)n2)nc(N2CCOCC2)n1	2	7	1	-19	-1	3	4	6	6
12	COc1ccc(OC)c(NC(=O)[C@H]2CC=CC[C@H]2C(=O)O)c1	1	26	-9	-4	4	18	5	11	3
13	O=C(Nc1ccc(N2CCOCC2)c(Cl)c1)C1CCCCC1	7	7	4	-9	-8	-5	-14	5	12
14	CCn1c(SCC(=O)Nc2ccc(C(=O)OC)cc2)nnc1-c1cccs1	1	6	1	-58	2	34	15	7	6
15	COc1ccc2[nH]c3nc(SCc4nnc(-c5ccccc5)o4)nnc3c2c1	3	-5	2	1	3	8	4	7	7
16	CN(c1ccc(C(=O)NCCSC(C)(C)C)cc1)S(C)(=O)=O	4	-1	9	1	7	1	.	6	2
17	CCCC1(C(=O)OC)NC(c2ccc(OC)c(OC)c2)C2C(=O)N(c3ccc4c(c3)OCO4)C(=O)C21 (centres undefined)	.	0	.	-4	6	5	2	2	4
18	CCC(Sc1nc2ccccc2c(=O)n1CCN1CCOCC1)C(=O)NCc1cccnc1 (centres undefined)	.	-2	.	-31	0	9	.	0	-3
19	CN(C)S(=O)(=O)N1CCC(Cc2ccccc2)CC1	7	-2	-5	-6	4	-17	1	-1	8
20	CN(C)c1ccc(CN2CCCC(O)C2)cc1 (centres undefined)	4	-9	-6	-4	2	33	1	-1	5

Remaining list, next part:
cpd	canonical_smiles	ROCK2 inh	Cathepsin G inh	JNK3 blocker	C1s inh	FXIa mix inh	CatS block	CatL inh	FXIIa inh mix	PKA inh
21	COc1ccccc1CNC(=O)CCCN1C(=O)COc2ccc(C)cc21	-2	-1	-4	2	0	-5	-4	4	-2
22	CC(C)CNS(=O)(=O)c1ccc(CCC(=O)Nc2ccc3c(c2)OCO3)cc1	2	2	0	-3	6	2	21	3	-4
23	CCCCN1CC(O)=C(c2nc3ccccc3s2)C1=N	-1	0	8	-10	4	4	-1	1	0
24	COc1ccc(NC(=O)c2oc3ccccc3c2NC(=O)COc2ccccc2OC)c(OC)c1	3	8	0	-14	6	10	-30	1	3
25	CCOC(=O)Cc1csc(NC(=O)CC)n1	3	11	0	17	1	1	0	7	-2
26	CCOC(=O)CC(=O)CSc1nc2c(cc1C#N)CCCCC2	0	.	0	.	.	.	5	.	-2
27	Cn1c(=O)cc(OCC(=O)NCCCN2CCN(c3cccc(Cl)c3)CC2)c2ccccc21	6	11	-5	12	3	13	24	9	1
28	O=C(CSc1nnc(Cc2ccccc2)o1)NCCc1ccccc1	5	5	-2	-55	8	-5	5	2	4
29	O=C(Cc1cccs1)Nc1ccccc1C(=O)O	4	7	-1	-14	0	6	4	11	0
30	CCOC(=O)c1[nH]c(Cc2[nH]c(C(=O)OCC)c(C)c2CCC(=O)OC)c(CCC(=O)OC)c1C	1	8	1	10	6	14	0	1	2
31	CC(C)C(=O)Nc1nnn(C)n1	-6	-4	0	3	4	6	-4	2	4
32	C/C(=C\C(=O)c1ccncc1)Nc1ccccc1O	5	3	-4	2	11	11	17	-7	0
33	CC1CCN(CC(=O)Nc2sc3c(c2C#N)CCC3)CC1	3	15	0	10	15	0	-5	13	7
34	CCOC(=O)CSc1ncnc2c1cnn2-c1ccccc1	1	2	0	2	5	4	9	-13	1
35	Cc1cc(C(=O)COC(=O)c2csc3c2CCCC3)c(C)n1C	0	5	-2	-5	5	4	7	-16	2
36	Cc1ccc(C(=O)Nc2ccc3c(c2)OCO3)cc1S(=O)(=O)N1CCCC1	0	2	1	2	9	4	0	-18	-6
37	CCC(c1nc2ccccc2c(=O)n1CCCn1ccnc1)N1C(=O)c2ccccc2C1=O (centres undefined)	8	8	-2	-3	6	-9	9	4	11
38	Cc1ccc2c(c1)N(CCCC(=O)NCC1COc3ccccc3O1)C(=O)CO2 (centres undefined)	0	9	-5	8	10	-4	-1	4	1
39	Nc1c(C(=O)c2ccc(Br)s2)oc2ccccc12	10	11	12	15	4	2	.	12	-2
40	COCCN1CN=C(Nc2nc(C)c3ccc(C)cc3n2)NC1	4	6	1	1	-1	6	3	5	-5

(continued)
cpd	canonical_smiles	ROCK2 inh	Cathepsin G inh	JNK3 blocker	C1s inh	FXIa mix inh	CatS block	CatL inh	FXIIa inh mix	PKA inh
41	COc1ccc(C)cc1N(CC(=O)NC1CCCC1)C(=O)CCC(=O)Nc1cc(C)on1	-5	3	0	4	4	10	19	-4	-8
42	Cc1cccc(OCCNC(=O)c2ncn[nH]2)c1	2	9	1	6	1	-2	-2	13	-3
43	CCOc1ccc2nc(SCC(=O)c3cccs3)sc2c1	2	9	7	10	6	11	7	5	4
44	CS(=O)(=O)CCC(C(=O)n1nnc2ccccc21)N1C(=O)c2ccccc2C1=O (centres undefined)	-2	.	-5	.	.	.	3	.	-7
45	Cc1nc(-c2ccc(C(=O)O)cc2)cs1	6	4	1	-49	-3	4	16	2	1
46	Cc1nn(Cc2ccccc2)c(Cl)c1C(=O)NCc1ccc(C)n1C	0	-13	-9	-110	-5	4	14	3	-11
47	O=C1CC(c2ccccc2)CN1S(=O)(=O)c1ccccc1 (centres undefined)	8	8	1	12	4	-5	-12	2	4
48	O=C(C1=C(O)C(=O)N(CCCN2CCOCC2)C1c1ccccn1)c1cc2ccccc2o1 (centres undefined)	-14	.	1	.	.	.	0	.	-2
49	Oc1ccccc1OCc1nc2ccccc2s1	2	1	2	-25	4	-2	9	12	6
50	Cc1nc2cc(Cl)ccc2n1CCO	11	2	1	-1	22	9	14	14	11
51	CC(CCc1ccccc1)NC(=O)c1cc2sccc2n1C (centres undefined)	-2	-11	-1	-34	-8	-6	.	4	-5
52	CCOc1ccc2nc3ccc4[nH]onc4c3c2c1	17	-2	0	-15	-3	-3	-35	11	35*
53	CCC(=O)NC1=C(C#N)C2(CCCC2)Cc2ccccc21	3	8	0	12	4	0	2	-4	6
54	CCOC(=O)N1CCN(C(=O)c2cn(C)c(=O)c3c2c2ccccc2n3C)CC1	4	0	-1	-3	0	-2	-7	1	9
55	CCOC(=O)C1CCN(S(=O)(=O)c2ccc(-n3cnnn3)c(C)c2)CC1	1	-1	0	-4	5	-3	-24	-1	0
56	COc1ccc(CCNC(=O)NC(C(F)(F)F)C(F)(F)F)cc1OC	8	2	1	2	6	-9	7	-18	5
57	COc1ccc(-c2oc3ncnc(NCCCN4CCOCC4)c3c2-c2ccc(OC)cc2)cc1	1	10	-7	0	2	-1	6	4	1
58	Cc1ccc(Oc2ccc(-c3nc(N)nc(N)n3)cc2)cc1	2	9	-11	-3	-3	-4	1	2	-2
59	CC(NC(=O)NC12CC3CC(CC(C3)C1)C2)C1CCCO1 (centres undefined)	2	-11	2	-10	-7	-1	-4	-3	3
60	O=c1[nH]c(CN2CCN(Cc3ccccc3)CC2)nc2sc3c(c12)CCC3	-1	11	2	10	0	13	10	3	4

(more compounds)
cpd	canonical_smiles	ROCK2 inh	Cathepsin G inh	JNK3 blocker	C1s inh	FXIa mix inh	CatS block	CatL inh	FXIIa inh mix	PKA inh
61	CCOC(=O)c1cccc(N2C(=O)C3C(C(=O)NC4CC4)C4(C)C=CC3(O4)C2C(=O)NC(C)(C)C)c1 (centres undefined)	.	-4	.	-4	2	3	4	23	-6
62	O=C(Cn1c(=O)oc2cc(S(=O)(=O)N3CCCCCC3)ccc21)NC1CCCCCCC1	0	-1	1	1	6	18	1	-2	4
63	O=C1NC(Cc2c[nH]c3ccccc23)C(=O)N1CCOc1ccccc1 (centres undefined)	-2	9	-5	16	5	1	10	1	-3
64	CC1(C)NC(=O)N(CC(O)CN2C(=O)CCC2=O)C1=O (centres undefined)	2	-1	2	10	4	9	-2	8	6
65	Nc1cc(N)nc(SCCOc2ccccc2F)n1	2	14	6	30	77*	-2	3	2	-2
66	COC(=O)C1=C(C)N=C2SCCC(=O)N2C1c1cc(Br)ccc1OC (centres undefined)	6	1	-2	7	-2	4	19	-3	10
67	CC1(C)CC(=O)C=C(Nc2ccc(OCC(F)(F)C(F)F)cc2)C1	-2	-39	-8	4	0	-6	1	-14	1
68	C=CC(O)(C#CCN(CC)CC)c1ccccc1 (centres undefined)	2	-20	3	-171	-36	-38	11	12	4

Screening results (PubChem BioAssay)
